Screening data from PubChem BioAssay.
CHRM5 PAM – CHRM5 positive allosteric modulation; CHO-K1 hM5, Fluo-8 calcium, ACh EC20 PAM; 0% = ACh EC20, 100% = ACh EC100; activation, % at 3 µM; actives 0.3% (n = 360,000); AID 624038;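 active = activation above the run cutoff, the mean activation of all test compounds plus 3 SD, cut at about 18% in these data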
Target sequence (P08912 whole entry, looked up): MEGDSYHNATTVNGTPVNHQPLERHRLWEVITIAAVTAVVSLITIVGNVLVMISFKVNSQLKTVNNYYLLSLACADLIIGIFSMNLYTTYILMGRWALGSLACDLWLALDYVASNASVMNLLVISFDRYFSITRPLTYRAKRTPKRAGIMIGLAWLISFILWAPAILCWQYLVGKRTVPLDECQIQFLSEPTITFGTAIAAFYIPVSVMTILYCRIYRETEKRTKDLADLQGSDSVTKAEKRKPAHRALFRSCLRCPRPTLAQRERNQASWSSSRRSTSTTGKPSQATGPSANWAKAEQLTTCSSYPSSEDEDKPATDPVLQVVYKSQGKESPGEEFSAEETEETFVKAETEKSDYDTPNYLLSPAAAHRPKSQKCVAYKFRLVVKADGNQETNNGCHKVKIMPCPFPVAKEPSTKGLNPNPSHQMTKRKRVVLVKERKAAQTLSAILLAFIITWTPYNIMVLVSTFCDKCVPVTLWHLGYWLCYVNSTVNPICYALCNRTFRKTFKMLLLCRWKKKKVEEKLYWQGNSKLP
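Test system: CHO-K1 hM5 cells / Doses: single-point, 3 µM nominal / Times: Post-acetylcholine fluorescence recording 140 s / Technique: Fluo-8 calcium fluorescence / Measure: Max/basal fluorescence ratio as % of EC20–EC100 ACh window / Benchmarks: low control EC20 acetylcholine (0%), high control EC100 acetylcholine (100%) / Replicates: one well per compound, no replicates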
CHRM4 PAM – positive allosteric modulators of human muscarinic M4 receptor. P08173. CHO-K1 hM4/Gqi5, Fluo-8 calcium fluorescence, ACh EC20; 0% = ACh EC20, 100% = maximal ACh. activation, % at 3 µM. actives 0.4% (n = 360,000);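 active = activation above its plate's cutoff, the mean activation of sample wells plus 3 SD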; also: some results filed as inactive read as strong as hits
Target sequence (P08173 whole entry, looked up): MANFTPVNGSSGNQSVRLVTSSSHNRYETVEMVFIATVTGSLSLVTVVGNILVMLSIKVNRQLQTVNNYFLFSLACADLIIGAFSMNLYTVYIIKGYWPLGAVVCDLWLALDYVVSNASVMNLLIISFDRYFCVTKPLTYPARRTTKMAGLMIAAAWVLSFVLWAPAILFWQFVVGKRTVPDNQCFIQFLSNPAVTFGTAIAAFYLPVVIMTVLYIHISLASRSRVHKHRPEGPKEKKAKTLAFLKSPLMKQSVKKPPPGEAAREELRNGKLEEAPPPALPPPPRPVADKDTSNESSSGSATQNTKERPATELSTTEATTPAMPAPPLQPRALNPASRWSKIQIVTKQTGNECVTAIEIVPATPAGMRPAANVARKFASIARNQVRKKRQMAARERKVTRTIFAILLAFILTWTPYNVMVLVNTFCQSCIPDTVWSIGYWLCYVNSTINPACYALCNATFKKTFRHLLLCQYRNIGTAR
M5 ag – agonists of human muscarinic M5 receptor (CHRM5); P08912; CHO-K1 hM5 cells, Fluo-8 calcium fluorescence; 0% DMSO wells, 100% maximal acetylcholine response; activation, % at 3 µM; actives 0.19% (n = 360,000);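 active = activation above the run's mean over test compounds plus 3 SD, cut at about 23% in these data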;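 also: signal is peak over basal fluorescence ratio across the kinetic read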
CHO-K1 Ca PAM – counter-screen for M1 PAMs: effect in parental CHO-K1 cells; ATP EC20, Fluo-8 calcium fluorescence; 0% at ATP EC20, 100% at ATP max; activation, % at 3 µM; actives 0.02% (n = 360,000);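 active = activation above the run cutoff, the mean activation of all test compounds plus 3 SD, cut at about 40% in these data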;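 also: peak over basal fluorescence ratio in a 140 s read after ATP addition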
TAAR1 antagonist – antagonists of human TAAR1; Q96RJ0; CHO RD-HGA16 TAAR1, Fluo-8 calcium fluorescence, antagonist; inhibition, % at 3 µM; actives 1.5% (n = 360,000); AID 624466;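 active = inhibition above a per-plate cutoff, the mean inhibition of test compounds on that plate plus 3 SD, cut at about 49% in these data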;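 also: 0% = DMSO plus EC80 beta-PEA response and 100% = DMSO alone without agonist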
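Test system – hTAAR1-expressing CHO RD-HGA16 cells, Gα16-coupled · Reagent – β-PEA at EC80 concentration, post-compound challenge · Compound dosing – 3 µM, single point · Timing – 140 s kinetic read after compound, 140 s after agonist · Detection – Fluo-8 intracellular calcium dye fluorescence, real-time kinetic reads · Control set – DMSO and EC80 PEA controls · Repeats – n of 1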
CHRM5 antagonist – CHRM5 antagonism in calcium assay. P08912. CHO-hM5 cells, Fluo-8 calcium fluorescence, ACh EC80. inhibition, % at 3 µM. actives 0.59% (n = 360,000);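 active = inhibition above a per-plate cutoff, the mean of that plate's test compounds plus 3 SD, cut at about 27% in these data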;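 also: 0% = acetylcholine EC80 with DMSO and 100% = DMSO without agonist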
TAAR1 agonist – agonists of human TAAR1; Q96RJ0; CHO RD-HGA16 TAAR1, Fluo-8 calcium fluorescence; vehicle wells 0%, saturating PEA agonist 100%; actives 0.99% (n = 360,000); activation, % at 3 µM;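 active = activation above the mean activation of all test compounds in the run plus 3 SD, cut at about 38% in these data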
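System: CHO RD-HGA16 cells carrying human TAAR1 plus Gα16; Incubation: 17-24 h seeding, 75 min 37 °C dye, 30 min RT; Measured by: Fluo-8 fluorescence, 5 s baseline then 140 s kinetic read; Control set: DMSO and PEA EC100; Replication: single well for each compound.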
CRFR2-BP antag – antagonists of CRF-binding protein/CRF-R2 receptor complex; HEK293 CRF-R2/CRF-BP, CRF-induced calcium fluorescence; inhibition, % at 11.8 µM; actives 0.59% (n = 350,000); AID 588475;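 active = inhibition of the ligand-induced calcium signal above about 50% at the single tested concentration, limit read from the data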
CRFR2-BP ag – CRF-BP/CRF-R2 complex agonism | HEK293 CRF-R2/CRF-BP, calcium dye fluorescence (FLIPR); percent of saturating CRF peptide response | activation, % at 13.2 µM | actives 0.46% (n = 350,000);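 active = activation of at least 50%, plus an integration ratio under a set limit after plate pattern correction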;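 also: plate controls were neutral control wells without compound for no effect and CRF at EC100 for full effect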
Active calls of the source: *; . = not tested or not shown.

SMILES	CHRM5 PAM	CHRM4 PAM	M5 ag	CHO-K1 Ca PAM	TAAR1 antagonist	CHRM5 antagonist	TAAR1 agonist	CRFR2-BP antag	CRFR2-BP ag
COc1ccccc1N1CCN(C(=O)c2c(-c3c(F)cccc3Cl)noc2C)CC1	-19	-3	4	-21	35	1	10	-8	-1.3
CN(CCC1CCOCC1)C(=O)c1cc(COc2c(F)cccc2F)on1	5	-1	-1	11	8	-8	0	-19	-0.2
CNC(=O)c1cc2c(=O)n3cc(C)ccc3nc2n(C(C)C)c1=N	10	6	-1	-3	2	-6	0	-10	5.4
COCCCN(C(=O)c1ccccc1F)c1nc(-c2ccc(OC)cc2)cs1	0	-5	-2	14	13	4	1	9	-0.4
CN(C)C(=O)c1ccc(-c2nnc(OCc3nc4ccccc4n3C)c3ccccc23)cc1	0	3	-1	16	-19	10	5	17	-1.6
Cc1ccc(N/C(=N/S(=O)(=O)c2cccs2)c2ccccc2)c(C)c1	-2	0	-2	19	-8	-3	1	9	-1.2
CCOC(=O)C1(Cc2cccc(OC)c2)CCN(Cc2ccc3c(c2)OCCO3)CC1	-9	0	-1	7	-16	12	8	-16	-0.6
C=CCNc1nc2cc(-c3ccccc3OC)sc2c(=O)n1C	0	-3	-1	10	-2	8	2	.	.
Cc1ccc(-c2ccc(/C=C/C(=O)c3ccccc3)o2)cc1	4	-2	-1	20	-18	0	4	-47	28
CC(C)NC(=O)NCCCCCCS(C)=O (stereo unspecified)	-1	4	3	0	0	12	1	10	-2.3
CCOc1cc(CNS(=O)(=O)c2cn(C)cn2)cc(OCC)c1OCC	6	6	0	16	-36	-6	3	7	-0.8
CSc1ccc(CN(C)CC(=O)Nc2ccccc2C(=O)NC2CC2)cc1	-11	0	1	6	31	5	10	-5	0.4
Cc1nnc(NC(=O)CSc2nnnn2Cc2ccccc2)s1	-5	0	-2	-5	2	0	13	14	-1.2
Cc1ccc(NC(=O)C2CCN(S(C)(=O)=O)CC2)cc1	6	9	2	11	0	-3	4	-23	-0.5
Clc1ccc2nnnc(-c3ccccc3)c2c1	2	8	-6	11	6	-8	-2	-5	-0.4
COc1cc(C(=O)Nc2cc(OC)c(OC)c(OC)c2)ccc1OCc1c(C)noc1C	-19	-6	5	6	41	6	17	8	-0.8
CCn1c(SCC(=O)NCC2CCCO2)nnc1-c1c[nH]c2ccccc12 (stereo unspecified)	1	14	-2	26	-16	1	12	-10	-0.1
O=C(Nc1ccc(F)cc1)c1ccc2[nH]c(=O)c(=O)[nH]c2c1	5	0	0	15	-9	4	4	-5	1.1
CCN(CC)C(=O)C(=O)c1cn(CC(=O)N2CCc3ccccc3C2)c2ccccc12	6	0	1	9	-4	10	3	-2	1.2
CN(C(=O)COC(=O)C1CSC2(C)CCC(=O)N12)c1ccccc1 (stereo unspecified)	0	2	0	0	-27	7	2	17	2.6
CC(NCc1cccn1C)c1ccccc1 (stereo unspecified)	-4	6	-3	21	5	8	7	4	-2.0
O=C(Nc1ccccc1)c1cc2ccccc2[nH]1	-2	3	-1	-9	-14	4	1	-6	0.7
O=C(N1CCOCC1)N1CCN(c2ccc(F)cc2)CC1	7	8	-1	15	18	-7	0	8	-0.8
O=C(Nc1cccc(C(=O)O)c1)/C(=C\c1ccccc1)NC(=O)c1ccccc1Cl	1	-1	4	6	-30	-9	21	-1	2.6
CCOc1ccc2ncc(S(=O)(=O)c3ccc(C)cc3)c(N3CCC4(CC3)OCCO4)c2c1	-17	-13	-4	17	63*	12	8	-58	-2.1

Continued:
SMILES	CHRM5 PAM	CHRM4 PAM	M5 ag	CHO-K1 Ca PAM	TAAR1 antagonist	CHRM5 antagonist	TAAR1 agonist	CRFR2-BP antag	CRFR2-BP ag
Cc1c(O)ccc(-c2[nH]ncc2-c2nc3ccccc3s2)c1O	-3	-5	4	24	24	0	17	-9	-0.5
COc1ccccc1NC(=O)C(=O)NCC1CCCN1S(=O)(=O)c1cccs1 (stereo unspecified)	-2	-6	-2	-16	-18	-7	5	3	-1.5
Cc1ccc(S(=O)(=O)NC(=O)C2(C)CCN2C(=O)Cc2ccc(-c3ccccc3)cc2)cc1 (stereo unspecified)	-6	1	1	18	-30	2	1	.	.
Nc1nc(SCC(=O)N2CCCCC2)[nH]c(=O)c1NC(=O)c1cccs1	7	7	5	1	-10	-4	6	-4	-0.3
CC(=O)Nc1c2c(nn1-c1ccc(C)cc1)CS(=O)(=O)C2	-2	1	-1	-1	14	8	0	4	2.5
CC(NC(=O)c1cccc(F)c1)C(c1cccs1)N1CCN(C)CC1 (stereo unspecified)	7	11	-8	8	-6	7	5	1	-1.6
CCOC(=O)N1CCN(Cc2nc(N)nc(Nc3ccccc3C)n2)CC1	-9	5	0	11	.	4	.	-8	0.7
CCOC(=O)C(C)n1cnc2c(nnn2-c2ccc(OC)cc2)c1=O (stereo unspecified)	-4	-6	-1	13	13	2	5	-1	2.4
Cc1cc(C)n(-c2ccc(C(=O)Nc3cc(C(F)(F)F)ccc3N3CCOCC3)cc2)n1	-5	1	-2	-5	-1	5	9	-15	1.1
O=C(Nc1ccc2oc(-c3ccccc3F)nc2c1)c1ncn[nH]1	0	3	1	18	2	4	6	-6	-0.8
COc1ccc(C(C(=O)NC2CCCCC2)N(C(=O)Cc2c[nH]c3ccccc23)c2ccccc2)cc1OC (stereo unspecified)	-7	-13	-2	28	22	0	3	-9	5.6
COc1ccc(C2=NOC(C(=O)N3CCN(C(=O)c4ccco4)CC3)C2)cc1OC (stereo unspecified)	5	4	-3	31	-6	-10	1	0	0.6
CCOC(=O)C1C(=O)C=C(c2ccc(NS(C)(=O)=O)cc2)CC1c1ccco1 (stereo unspecified)	-6	3	4	8	4	5	13	-2	1.2
CC1(C)CC2CC(C)(CN2C(=O)COC(=O)c2n[nH]c(=O)c3ccccc23)C1 (stereo unspecified)	4	-9	3	-1	40	12	16	-10	-1.1
Cc1cc(NC(=O)C(=O)c2c(C)[nH]c3ccccc23)no1	4	8	3	8	-10	6	2	-9	1.1
C/C(=C\C(=O)c1ccc(C)cc1)NCc1ccc(F)cc1	3	12	-3	25	2	-1	8	27	-3.2
C[C@]1(OC(=O)/C=C/c2ccccc2)C[C@@H](O)[C@]2(O)C=CO[C@@H](O[C@@H]3O[C@H](CO)[C@@H](O)[C@H](O)[C@H]3O)[C@@H]21	-5	3	0	3	-14	-4	1	46	-1.1
Cn1cc(C(=O)c2ccc(F)cc2)cc1-c1nc2ccccc2n1C	-16	-5	4	0	37	4	12	-23	-1.1
COC(=O)CCCNC(=O)c1ccc2oc(CCCc3ccccc3)nc2c1	6	-3	1	16	1	0	2	6	0.5
COc1ccc(N2CCN(C(=O)CSc3nnc(NC(=O)C4CCC4)s3)CC2)cc1	0	-7	-2	-5	-15	6	0	17	-2.3
CC(C)Sc1cc(N2CCOCC2)nc(-c2ccc(Cl)cc2)n1	-4	3	0	-4	-21	5	13	-19	2.5
O=C(O)c1cc2nc3c(c(C(F)(F)F)n2n1)CCc1ccccc1-3	-2	-1	-1	3	1	0	1	15	-0.8
CC1CCN(C(=O)Cn2ncc3c([nH]c4ccccc43)c2=O)CC1	-9	-2	2	10	-14	4	9	11	-1.0
COC(=O)c1ccc(/C=C/C(=O)O)cc1	-3	6	-5	13	-11	20	2	1	-1.8
O=C(Nc1ccccc1)c1cccc(S(=O)(=O)Nc2ccccn2)c1	1	1	0	18	-15	-2	0	-5	0.4

Continued.
SMILES	CHRM5 PAM	CHRM4 PAM	M5 ag	CHO-K1 Ca PAM	TAAR1 antagonist	CHRM5 antagonist	TAAR1 agonist	CRFR2-BP antag	CRFR2-BP ag
COc1ccc(OCc2nc3ccc(S(=O)(=O)Nc4ccccc4Cl)cc3[nH]2)cc1	-8	-2	3	17	19	10	8	-8	2.4
CCOc1ccccc1NC1c2ccccc2C(=O)N1c1cccnc1 (stereo unspecified)	1	3	-6	3	-10	3	8	26	-2.3
CC1(C)CC(=O)C=C(N2CCCC2)C1	-2	3	-2	7	-4	3	-1	1	-0.9
COC(=O)c1c(C)nc2ccccc2c1-c1ccccc1	-4	-6	-2	6	10	-1	-2	10	0.6
CCN1C(=O)[C@@H]2[C@@H](c3ccc(-c4ccc(F)cc4)c(OC)c3)N3CCC[C@@]3(C(=O)OC)[C@@H]2C1=O	7	1	-3	14	4	7	4	5	1.7
COc1ccc(C(=O)NCC(c2ccccc2)c2ccccc2)cc1S(=O)(=O)N1CCOCC1	-4	-5	-11	-7	-8	4	2	10	-1.1
COc1cc(/C=N/Nc2ccc(S(N)(=O)=O)cc2)cc(OC)c1OC	6	0	-1	15	7	6	5	4	0.3
CC1=C(C(=O)Nc2cccc(C(=O)NC(C)c3ccccc3)c2)SCCO1 (stereo unspecified)	-5	1	3	-4	-21	1	4	-16	-2.8
CCN(C(=O)COC(=O)CCOc1ccccc1C)c1c(N)n(Cc2ccccc2)c(=O)[nH]c1=O	0	4	2	11	4	7	0	4	-0.9
NC(=O)[C@H](Cc1cc2ccccc2s1)NC(=O)[C@@H]1CC2(CC(c3cccc(NC(=O)[C@@H]4CCC(=O)N4)c3)=NO2)CN1C(=O)/C=C/c1c(F)cccc1Cl (stereo partly specified)	3	-11	-1	12	.	-2	.	-6	0.6
CCOc1ccc(Oc2ccc(NS(=O)(=O)c3ccc(CCC(=O)O)cc3)cc2)cc1	-4	9	0	7	3	3	2	-6	0.2
Cc1ccccc1NC(=O)Nc1ccc2c(c1)CCC2	6	6	-3	19	7	-14	0	7	0.4
Cc1oc(-c2ccccc2F)nc1CSCC(=O)NC1CCC(C)CC1 (stereo unspecified)	-9	-7	1	7	7	6	0	-4	-0.4
COC(=O)[C@H](Cc1ccccc1)NC(=O)NCc1cccs1	-3	6	-3	25	-7	-5	27	3	-2.6

An excerpt from above in order of the TAAR1 antagonist value, falling.
SMILES,CHRM5 PAM,CHRM4 PAM,M5 ag,TAAR1 antagonist,CHRM5 antagonist,CRFR2-BP antag,CRFR2-BP ag
COC(=O)c1c(C)nc2ccccc2c1-c1ccccc1,-4,-6,-2,10,-1,10,0.6
CCN1C(=O)[C@@H]2[C@@H](c3ccc(-c4ccc(F)cc4)c(OC)c3)N3CCC[C@@]3(C(=O)OC)[C@@H]2C1=O,7,1,-3,4,7,5,1.7
CC1(C)CC(=O)C=C(N2CCCC2)C1,-2,3,-2,-4,3,1,-0.9
CCOc1ccccc1NC1c2ccccc2C(=O)N1c1cccnc1 (stereo unspecified),1,3,-6,-10,3,26,-2.3

For reference, some entries already given.
SMILES	CHRM5 PAM	CHRM4 PAM	M5 ag	CHO-K1 Ca PAM	TAAR1 antagonist	CHRM5 antagonist	TAAR1 agonist	CRFR2-BP antag	CRFR2-BP ag
COc1ccccc1N1CCN(C(=O)c2c(-c3c(F)cccc3Cl)noc2C)CC1	-19	-3	4	-21	35	1	10	-8	-1.3
CN(CCC1CCOCC1)C(=O)c1cc(COc2c(F)cccc2F)on1	5	-1	-1	11	8	-8	0	-19	-0.2
CNC(=O)c1cc2c(=O)n3cc(C)ccc3nc2n(C(C)C)c1=N	10	6	-1	-3	2	-6	0	-10	5.4
